SENP8 block-1 – inhibitors of human SENP8 protease | Q96LD8 | purified SENP8, Z-RLRGG-aminoluciferin cleavage, luminescence | inhibition, % at 10 µM | 330,000 compounds, 1.2% hits | AID 2540; in the data active = inhibition above about 50%
Target sequence (Q96LD8 whole entry, looked up): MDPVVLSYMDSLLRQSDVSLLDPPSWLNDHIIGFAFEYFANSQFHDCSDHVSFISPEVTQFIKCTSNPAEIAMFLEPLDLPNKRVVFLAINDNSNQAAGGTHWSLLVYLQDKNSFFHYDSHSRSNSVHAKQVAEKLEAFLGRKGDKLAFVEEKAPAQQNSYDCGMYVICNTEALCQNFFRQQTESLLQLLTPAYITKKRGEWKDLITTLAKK
SENP8 block-2 – blocks human SENP8 cleavage of Nedd8 substrate | Q96LD8 | AID 602440 | 360,000 compounds, 0.64% hits | inhibition, % at 20 µM | recombinant SENP8, Nedd8 substrate fluorescence; in the data active = inhibition mostly above about 40%, no sharp cut-off; inactive = mostly below about 27%
HKDC1 inhibitor – HKDC1 (human) hexokinase inhibition. Q2TB90. recombinant HKDC1, G6PDH/diaphorase resazurin coupled fluorescence. inhibition, % at 20 µM. 340,000 compounds, 0.16% hits. AID 493160;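 active = inhibition above about 35% when tested at 20 µM, limit read from the data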;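 also: plate controls were DMSO wells with enzyme for no effect and DMSO wells lacking enzyme for full effect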
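Material: recombinant HKDC1 hexokinase; Amount: HKDC1 at 5 µg/mL; Medium: Tris pH 8.0 buffer with MgCl2, Tween-20, BSA, BME; Schedule: 90 min reaction incubation at room temperature, dark; Technique: coupled resazurin fluorescence, excitation 525 nm, emission 613 nm.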
PfGluPho inh – PfG6PD (Plasmodium falciparum) enzyme inhibition. PfGluPho enzyme, NADPH resazurin-diaphorase fluorescence. inhibition, % at 20 µM. 350,000 compounds, 0.78% hits. AID 504690;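 active = inhibition reaching at least a set limit at 20 µM in the primary screen, cut at about 59% in these data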;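 also: 0% = DMSO wells with substrate and 100% = DMSO wells lacking glucose-6-phosphate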
NALP3 yeast inh – blocks the NALP3 inflammasome reconstituted in yeast; Yeast reconstituted NLRP3/ASC/caspase-1, beta-gal luminescence, 24 h; 330,000 compounds, 0.39% hits; inhibition, % at 10 µM;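 active = inhibition of 50% or more; inactive = inhibition below 50%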;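 also: plate controls were induced DMSO wells for no effect and uninduced yeast grown without galactose for full effect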
Apaf1 inhib – inhibitors of human Apaf-1 apoptosome; O14727; reconstituted apoptosome caspase-3 activity, DEVD-Rh110 fluorescence; 330,000 compounds, 0.71% hits; inhibition, % at 20 µM; active = inhibition of at least 40% at 20 µM;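 also: plate controls were DMSO wells for no effect and DEVD-CHO caspase inhibitor wells for full effect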
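System – cell-free apoptosome with Apaf-1, procaspase-3 and caspase-9 · Buffer or medium – pH 7.5 Hepes buffer with CHAPS, BSA, DTT · Also added – cytochrome c with DEVD-Rh110 · Times – 30 min compound preincubation, 50 min activation, room temperature · Technique – Rh110 fluorescence intensity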
SENP7 block – blocks the human protease SENP7; Q9BQF6; recombinant SENP7, Z-RLRGG-aminoluciferin luminescence, 40 min; inhibition, % at 5 µM; 330,000 compounds, 1.5% hits; AID 434973;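 active = inhibition above about 50% at the single test dose, limit read from the data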;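 also: plate controls were DMSO with enzyme for no effect and no enzyme buffer wells for full effect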
Target sequence (Q9BQF6 706-1050 limits assumed): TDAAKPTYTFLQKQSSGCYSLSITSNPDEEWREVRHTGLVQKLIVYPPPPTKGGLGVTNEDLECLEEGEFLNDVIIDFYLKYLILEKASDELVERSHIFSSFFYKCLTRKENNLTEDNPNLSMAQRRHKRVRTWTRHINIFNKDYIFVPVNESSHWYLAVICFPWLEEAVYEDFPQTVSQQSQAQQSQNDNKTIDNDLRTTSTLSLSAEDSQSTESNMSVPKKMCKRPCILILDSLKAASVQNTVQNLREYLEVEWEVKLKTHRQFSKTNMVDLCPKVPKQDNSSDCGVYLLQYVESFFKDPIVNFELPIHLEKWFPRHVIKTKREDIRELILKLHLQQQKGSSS
SENP6 inh – inhibitors of human SENP6 protease | Recombinant SENP6 catalytic domain, aminoluciferin luminescence | inhibition, % at 10 µM | 330,000 compounds, 1.8% hits;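 active = inhibition above about 50% at the single tested dose, limit read from the data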;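 also: plate controls were DMSO wells with enzyme for no effect and DMSO wells lacking enzyme for full effect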
SENP1 FRET inh – inhibitors of human SENP1 SUMO protease catalytic domain. Q9P0U3. recombinant SENP1 catalytic domain, CyPet-SUMO1-YPet FRET cleavage. inhibition, % at 10 µM. 360,000 compounds, 0.21% hits. AID 624204;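 active = inhibition at least 30% at 10 µM, raw YFP signal under a set limit, fluorescence ratio 0.5 to 1.5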;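 also: 0% = enzyme with DMSO and 100% = no enzyme wells; some results filed as inactive read as strong as hits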
Target sequence (Q9P0U3 419-644 limits assumed): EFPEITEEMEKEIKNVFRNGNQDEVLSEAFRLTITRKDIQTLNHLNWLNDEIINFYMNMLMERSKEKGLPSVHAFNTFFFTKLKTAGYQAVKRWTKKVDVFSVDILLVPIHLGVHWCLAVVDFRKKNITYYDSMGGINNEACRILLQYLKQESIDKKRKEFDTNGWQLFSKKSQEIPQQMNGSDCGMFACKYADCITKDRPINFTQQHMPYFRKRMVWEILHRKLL
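Controls: no-enzyme wells low, DMSO-plus-enzyme wells high control. Test system: human recombinant His6-tagged SENP1 catalytic domain enzyme. Reagent: SFCypet-SUMO1-SFYpet FRET protein substrate, 25 nM final. Doses: one dose per compound, 10 µM, 0.5% DMSO. Detection: FRET, CFP and YFP emission. Timing: 50 min reaction at room temperature.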
* marks the source's active call; other numbers are inactive results; . = not tested or not shown.

SMILES	SENP8 block-1	SENP8 block-2	HKDC1 inhibitor	PfGluPho inh	NALP3 yeast inh	Apaf1 inhib	SENP7 block	SENP6 inh	SENP1 FRET inh
O=C(c1cc(COc2c(F)cccc2F)on1)N1C[C@H]2CC[C@H]1C2	-12	12	3	-5	19	13	-9	5	1
Cn1ccc(C(=O)NC(=S)N2CCSCC2)n1	5	16	-3	-16	5	-10	7	-3	2
Cc1ccn2c(=O)nc(SCC(=O)N3CCCc4ccccc43)nc2c1	10	0	-4	-9	20	6	0	-3	-41
O=C(C[C@H]1C[C@H](C(=O)N2CCCCC2)[C@@]2(CCc3ccccc3)c3[nH]c4ccc(Cl)cc4c3CCN2C1=O)NCCc1ccccn1	.	-2	2	27	.	34	2	.	0
O=C(NCc1cccc(CNC(=O)Nc2cccc(O)c2)c1)Nc1cccc(O)c1	1	22	3	11	-7	5	-8	-11	1
COCCCN(CCCN)Cc1ccco1	-8	4	-5	7	45	5	-14	-12	0
CC(C)C(=O)N1CCN(c2ccc(NC(=S)NC(=O)c3cc4ccccc4o3)cc2)CC1	-4	24	-2	-6	0	13	-3	-2	1
CCCCn1c(SCC(=O)N2c3ccccc3Sc3ccccc32)nc2c1c(=O)n(C)c(=O)n2C	-4	22	8	-1	-1	24	-13	-13	2
CC(=O)NCC(=O)N(C)C(C(=O)Nc1ccc2c(c1)OCCO2)c1ccccc1 (stereo not drawn)	1	19	-5	-4	10	-9	-4	-4	3
COc1ccc(NC(=O)c2cccc(N3C(=O)NC4CC3(C)Oc3ccccc34)c2)cc1 (stereo not drawn)	-1	7	0	4	-8	8	6	-18	0
CC1CCN(C(c2nnnn2CCc2ccccc2)C(C)C)CC1 (stereo not drawn)	-4	6	-6	-4	25	4	-1	-12	-3
O=C1C(=C2SCCCS2)CC/C1=C\c1ccc(F)cc1	96*	22	-4	-1	25	13	99*	95*	-8

One compound at a time (already shown). Screens in order: SENP8 block-1	SENP8 block-2	HKDC1 inhibitor	PfGluPho inh	NALP3 yeast inh	Apaf1 inhib	SENP7 block	SENP6 inh	SENP1 FRET inh
Results for Cc1ccn2c(=O)nc(SCC(=O)N3CCCc4ccccc43)nc2c1 → 10	0	-4	-9	20	6	0	-3	-41
Results for CCCCn1c(SCC(=O)N2c3ccccc3Sc3ccccc32)nc2c1c(=O)n(C)c(=O)n2C → -4	22	8	-1	-1	24	-13	-13	2
Results for O=C1C(=C2SCCCS2)CC/C1=C\c1ccc(F)cc1 → 96*	22	-4	-1	25	13	99*	95*	-8
Results for COCCCN(CCCN)Cc1ccco1 → -8	4	-5	7	45	5	-14	-12	0
Results for O=C(NCc1cccc(CNC(=O)Nc2cccc(O)c2)c1)Nc1cccc(O)c1 → 1	22	3	11	-7	5	-8	-11	1

The list continues.
SMILES	SENP8 block-1	SENP8 block-2	HKDC1 inhibitor	PfGluPho inh	NALP3 yeast inh	Apaf1 inhib	SENP7 block	SENP6 inh	SENP1 FRET inh
c1ccc(-n2cnc3cc(NCc4ccccn4)ccc32)cc1	-2	-81	-1	12	22	-5	0	9	-26
O=C(Oc1ccc(N(Cc2cccs2)C2=NS(=O)(=O)c3ccccc32)cc1)c1ccccc1Cl	-6	16	-1	9	7	10	-1	-16	2
Cc1nnc2ccc(N3CCN(C(=O)c4ccccc4)CC3)nn12	-6	16	1	8	14	13	4	-8	2
COC1=CC(=O)c2c(ccc3ncnc(N)c23)C1=O	.	84*	87*	127*	.	.	.	.	7
Cn1c(C(=O)NC2CC2)cc2c(=O)n(C)c3ccccc3c21	5	-11	3	11	26	3	-8	9	3
O=C(Nc1ccccc1)N1CCCN(c2nccc(C(F)(F)F)n2)CC1	4	-1	-1	4	17	-9	4	-6	2
COc1ccc(C2=NO[C@@H]3C(=O)N(C4CCCCC4)C(=O)[C@H]23)cc1OC	2	11	-4	-14	-3	0	0	-3	2
CC(C)Cn1c(SCC(=O)N2CCN(C(=O)c3ccco3)CC2)nc2ccccc2c1=O	2	12	-8	-1	18	-1	3	-8	1
CNC(=O)c1ccsc1NC(=O)c1ccc2c(c1)CCCC2	38	-200	2	30	14	9	54*	59*	-3
CC[C@]12c3[nH]c4ccc(Cl)cc4c3CCN1C(=O)[C@@H](CC(=O)NCc1cccc(C(F)(F)F)c1)C[C@@H]2C(=O)N1CCN(C(=O)c2ccco2)CC1	.	2	4	34	.	32	0	.	1
O=C(CSc1ccccc1)N1CCCC(Nc2ccccc2)C1 (stereo not drawn)	-1	11	2	18	17	1	2	-6	1
CCN(CC)CCC(=O)Nc1cccc2c1C(=O)c1ccccc1C2=O	5	39	8	14	6	5	10	0	62*
Cc1cc(C(=O)OCC(=O)N2CC(=O)Nc3ccccc32)c(C)n1-c1ccccc1	0	10	-7	6	8	18	3	-6	2
Cc1nc2nc(CSc3ccc(Cl)cc3)cc(=O)n2[nH]1	-17	17	-2	-13	-5	7	-5	11	1
Cc1cc(C(=O)Nc2ccc3c(c2)OCCO3)c(C)o1	32	14	-2	16	23	19	51*	-40	2
COc1ccc(C(=O)NCCSCc2ccco2)cc1OC	-8	12	-10	5	1	-10	0	11	1
COc1ccccc1C(=O)C1CCCN(C(=O)Nc2ccccc2F)C1 (stereo not drawn)	1	13	-6	-1	13	-2	10	-28	2
CCCCn1c(N)c(N(CCC)C(=O)C2CCCC2)c(=O)[nH]c1=O	-1	2	-2	6	11	-1	4	3	-3
O=C(COC(=O)c1ccccc1Nc1ccccc1)Nc1ccccc1	-2	-267	-7	5	8	0	-3	8	1
COc1cc(OC)cc(C(=O)N[C@H](C(=O)Nc2nc3ccccc3[nH]2)C(C)C)c1	.	15	-6	-20	.	.	.	.	-6
CCc1noc(C)c1C(=O)N(C)CC(=O)Nc1ccc(F)c(F)c1F	3	16	-7	-4	-1	3	4	-3	1
CC(=O)c1cc(C#N)c(SCc2ccc(F)cc2)nc1C	-4	18	2	-5	6	17	4	1	-1
COc1ccc(/C=N/Nc2nc(-c3ccc(C)cc3)c(C#N)c(=O)[nH]2)cc1	-2	-314	0	-2	12	8	5	3	-110
Cc1cccc(NC(=O)COc2coc(CN3CCN(c4ccccc4)CC3)cc2=O)c1C	-16	1	-6	-2	20	-1	19	-3	1
CC(=O)c1nnn(-c2ccc(F)cc2F)c1C	-4	12	-4	-9	2	-7	8	-11	0
COc1ccc(NC(=O)/C(C#N)=C\C=C\c2ccco2)cc1	1	27	1	4	7	10	9	-33	3
O=[N+]([O-])c1ccccc1NC1CCN(Cc2ccccc2)CC1	1	44*	-3	-4	16	-4	11	-16	1
CCCCNCc1cc(OCC)c(OCC(N)=O)cc1Br	-7	5	12	-27	16	-2	-7	-1	-10
COc1ccc(N(C=O)C(C(=O)Nc2c(C)cccc2C)c2ccccc2)cc1 (stereo not drawn)	5	34	-3	4	13	-3	2	0	1
O=C(COC(=O)CNS(=O)(=O)c1ccc2ccccc2c1)Nc1ccc2c(c1)OCO2	1	10	-5	-11	17	-6	-5	13	1
COc1ccc(-n2c(SCC(=O)N3CCCC(C)C3)nnc2-c2cccnc2)cc1 (stereo not drawn)	-3	21	0	-10	12	0	5	-19	0
CCOC(=O)c1c(C)[nH]c(C(=O)C(C)OC(=O)c2cnc(C)cn2)c1C (stereo not drawn)	6	12	4	0	8	2	0	-2	-1
CCOC(=O)c1ccc(N2C(=O)CC(N3CCN(C/C=C/c4ccccc4)CC3)C2=O)cc1 (stereo not drawn)	.	30	-4	-2	.	.	.	.	0
CCC(N1CCOC1=O)S(=O)(=O)c1ccc(C)cc1 (stereo not drawn)	1	13	0	3	14	-4	6	-14	2
COc1ccccc1NC(=O)CN1CC(=O)Nc2ccccc21	-7	13	-7	-2	1	-3	-3	-8	0
Oc1ccc(/C=N/n2c(-c3ccccc3)n[nH]c2=S)cc1Br	7	-25	-1	27	26	8	-1	4	-4
O=C(CCCc1nc(-c2ccc(Cl)cc2)no1)NC1CCCC1	8	11	0	19	33	18	-7	-7	0
Cc1cccc(-c2noc(CN(C(=O)c3c(-c4ccccc4Cl)noc3C)C(C)C)n2)c1	-8	0	3	10	9	16	-11	3	4
COC(=O)CSc1nnc(C)n1-c1cccc(C#N)c1	-6	9	0	-9	15	2	6	-7	2
Cc1cc(C)cc(NC(=O)CN2C(=O)COc3ccc(S(=O)(=O)N4CCCC4)cc32)c1	10	23	-1	-22	11	12	9	7	1
COc1cccc(NC(=O)C2CC2)c1	8	16	-10	-9	16	-5	1	-16	0
CC(SCc1ccccc1)C(=O)NN=C1CCN(C)CC1 (stereo not drawn)	5	-1	-8	-3	-6	-7	-4	4	0
O=C(CN1C(=O)c2ccccc2S1(=O)=O)N1CCCCC1	3	16	-7	-13	18	-9	-3	-2	1
CSc1ccc(/C=N/n2nnnc2N)cc1	-3	-274	10	9	10	-9	6	9	0
Cc1cc(NS(=O)(=O)c2ccc(NC(=O)CCc3ccccc3)cc2)no1	-6	21	-7	-22	3	-3	5	3	-1
COc1ccc(-n2c(=O)[nH]cc(C(=O)N3CCc4ccccc43)c2=O)cc1	0	1	-12	-2	-8	-21	-2	-32	1
O=C(O)CNC(=S)N(Cc1ccccc1Cl)C1CCCC1	-8	6	-8	-9	2	-4	-5	-26	1
CCc1c(C)[nH]n(-c2ccc(Oc3ccccc3)c(S(=O)(=O)O)c2)c1=O	-1	9	2	-20	6	20	5	14	1
COc1ccc(NC(=O)C2=CC(c3ccc(C)cc3)=NS(=O)(=O)N2C)cc1OC	5	29	-6	47	19	13	2	-2	2
CC(=O)Nc1ccc(C(=O)NCCCSc2ccccc2)cc1	1	-1	-5	5	13	-11	-1	-10	0
CC(C)(C)n1nnnc1C(c1cccnc1)N1CCN(c2ccccn2)CC1 (stereo not drawn)	-4	11	-3	-25	11	1	-2	-11	1
CSc1ncccc1C(=O)OCC(=O)NC(C)CCc1ccccc1 (stereo not drawn)	10	4	5	2	6	-3	6	5	2
Cc1c(NC(=O)c2cc3ccccc3o2)c(=O)n(-c2ccccc2)n1C	1	10	-1	4	4	3	0	4	0
CCCCN1C2=NC(c3ccccc3)CN2c2ccccc21 (stereo not drawn)	-6	22	-1	-13	17	-10	12	-6	-1
COc1ccc(C2=NOC(C)(c3nnc(-c4ccc(Cl)cc4)o3)C2)cc1 (stereo not drawn)	-3	9	-5	3	10	5	-3	3	1
COC(=O)C1C(=O)c2c([nH]c(C(=O)OC3CCCCCC3)c2C)CC1C (stereo not drawn)	-12	11	-8	14	13	8	9	-24	0
O=C(O)CSc1cc(NS(=O)(=O)c2ccc(Br)cc2)c2ccccc2c1O	.	31	59*	100*	.	.	.	.	2
Cc1cc(C)n2cc(CSc3nc4cc(Cl)ccc4o3)nc2n1	1	-488	25	20	-4	15	4	-12	-2
CCc1cc(C(=O)N2CCN(c3ncc(C(F)(F)F)cc3Cl)CC2)sc1C	3	4	-2	7	13	27	7	-15	0
Cc1oc2ccc(NS(=O)(=O)c3ccc(F)cc3)cc2c1C(=O)O	6	5	-1	57	11	7	-2	5	0

Screens deposited in PubChem BioAssay by Sanford-Burnham Center for Chemical Genomics.
